Screening data (PubChem)
Polio RdRp inh: inhibitors of poliovirus RNA polymerase binding and polymerization; P03300; poliovirus polymerase elongation, fluorescence polarization; stronger effect = lower value; % elongation, % (compound at 16.7 µg/mL); actives 0.66% (n = 150,000); AID 588519; in the data active = % elongation below about 90%; also: some results filed as inactive read as strong as hits
Target sequence (P03300 1749-2209 limits assumed): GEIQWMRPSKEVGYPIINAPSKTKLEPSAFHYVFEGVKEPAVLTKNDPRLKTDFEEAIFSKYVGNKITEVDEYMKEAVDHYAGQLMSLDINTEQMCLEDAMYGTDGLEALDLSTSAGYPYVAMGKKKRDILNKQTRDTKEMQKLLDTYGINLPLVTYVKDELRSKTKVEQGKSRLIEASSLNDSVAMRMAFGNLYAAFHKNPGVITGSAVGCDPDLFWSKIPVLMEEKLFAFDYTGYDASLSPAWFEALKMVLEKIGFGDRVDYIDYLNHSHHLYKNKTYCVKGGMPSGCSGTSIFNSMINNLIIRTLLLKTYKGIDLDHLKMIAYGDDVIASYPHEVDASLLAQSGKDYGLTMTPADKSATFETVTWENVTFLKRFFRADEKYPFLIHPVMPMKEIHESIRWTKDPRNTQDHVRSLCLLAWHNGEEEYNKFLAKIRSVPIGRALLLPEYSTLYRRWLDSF
Polio RdRp inh FP z-score: second read-out of Polio RdRp inh, no call of its own (marks repeat the call); z-score; measured here: FP z-score; hits read low
* = called active by the depositor; & = joins results of further samples. This is a subset, so the mix of outcomes need not match the whole.

SMILES	Polio RdRp inh	Polio RdRp inh FP z-score
Cc1ccc(-n2c(=O)c3c4c(sc3n(Cc3cc(=O)n5cc(Cl)ccc5n3)c2=O)CCC4)cc1C	104.0	-0.3
NC(C(=O)O)C(c1ccccc1)C(F)(F)F (centres undefined)	101.0	0
Cc1nc2ccc(S(=O)(=O)CCC(=O)Nc3ccccc3C)cc2s1	105.0	-0.1
N#CC1=C(N)SC(c2cccs2)C(C#N)=C1N (centres undefined)	44.0	-4.9
COc1ccc(-n2ccn(CC(=O)NCCc3ccccc3)c(=O)c2=O)cc1OC	111.0	0.9
CCOc1ccc(CCNC(=O)c2cc(Nc3ccc(C)cc3C)nc3ccccc23)cc1OCC	110.0	0.2
O=c1[nH]c2cc3nc(C(F)(F)C(F)(F)F)[nH]c3cc2[nH]1	101.0	0.3
CCN(CC)c1ccc(NC(=O)c2ccccc2F)cc1	100.0	-0.4
CCN(CC)S(=O)(=O)c1ccc(NC(=O)Cn2ncc3c(=O)oc4ccc(C)cc4c32)cc1	100.0	0.1
O=C(Nc1ccc2c(c1)nc1n2CCCCC1)c1cc2ccccc2o1	103.0	0.1
NC(=O)COc1ncnc2scc(-c3ccccc3)c12	102.0	0.1
COc1ccc(C(=O)COC(=O)c2cc(-c3ccccc3)nc3c(C)cccc23)cc1	105.0	0.1
Nc1ncnc(N2CCCc3ccccc32)n1	102.0	0.3
CCCC(=Nc1ccccc1O)C1=C(O)CC(CC(C)SCC)CC1=O (centres undefined)	103.0	0.1
N#CC(C#N)=CNc1nccs1	103.0	0.5
COc1ccc(N2CC(NC(=O)COc3ccccc3)CC2=O)cc1OC (centres undefined)	113.0	1.7
COc1ccc(NC(=O)c2cc(CN3CCCC3)on2)cc1Cl	102.0	-1
O=C(CSCCO)N1CCc2ccccc21	100.0	-0.7
Cc1cc2c(cc1C)NC(c1ccc(O)cc1O)C1=C(CC(C)(C)CC1=O)N2 (centres undefined)	100.0	-0.2
Cc1ccc(Cl)cc1NC(=O)CCC(=O)NCc1ccco1	105.0	1.2
Cc1ccccc1Nc1nc(N)nc(CSc2nc3ccccc3c(=O)n2CCCO)n1	102.0	-0.1
O=S(=O)(NC1=NCCCCC1)c1ccc(F)cc1F	101.0	-0.2
COc1ccccc1N1CCN(C(=O)C2c3ccccc3C(=O)N3CCC(C)CC23)CC1 (centres undefined)	99.0	-0.8
Cc1cc(C)c(C#N)c(SCC(O)CS(=O)Cc2ccccc2)n1 (centres undefined)	100.0	-0.1
CCC(=O)N1CCc2cc(CNC(=O)c3ccccc3C)ccc21	110.0	0.8
CCC1Oc2ccc(Cl)cc2N(CC(=O)NCCc2ccccc2)C1=O (centres undefined)	100.0	-1
CCN(CC)CCNC(=O)c1cc2c(=O)n(C)c3cc(Cl)ccc3c2s1	97.0	-1
Cc1sc2ncnc(N3CCN(Cc4ccccc4)CC3)c2c1-c1ccc(F)cc1	110.0	0.9
O=C(O)CCCOc1cccc(Br)c1	104.0	0.4
Cc1nc2nc(NC(=O)c3ccc(F)cc3)[nH]n2c(=O)c1Cc1ccccc1	105.0	-0.4
Cc1ccsc1/C=C1/C(=O)/C(=C/c2sccc2C)C2CCC1N2C	99.0	-0.1
CCOC(=O)c1cccc(NC(=O)CS(=O)(=O)Cc2nc(-c3ccc(C)cc3)oc2C)c1	101.0	0.5
COc1ccccc1Nc1ncc(C(=O)N2CCN(c3ccc(F)cc3)CC2)c2ccccc12	100.0	0.1
COc1cccc(CCNC(=O)c2cnc3sc(N4CCCCCC4)nn3c2=O)c1	109.0	-0.4
Cc1cc(C)nc(NNc2ccccc2)n1	101.0	0
Cc1cc(Oc2ccccc2)nc(-c2ccc(Br)cc2)n1	106.0	0.2
O=C(COCC1CCCN2CCCCC12)Oc1ccccc1 (centres undefined)	103.0	-0.1
COC(=O)c1cc(S(=O)(=O)Nc2cccc(-c3cnco3)c2)oc1C	105.0	0.4
CC1CCC2(CC1)N=C(c1ccccc1)C(=O)N2CC(=O)Nc1ccc(F)c(Cl)c1 (centres undefined)	106.0	-0.1
O=C(Cn1cc(S(=O)(=O)Cc2cccc(Cl)c2)c2ccccc21)Nc1ccccc1C(F)(F)F	101.0	-1.1
Cc1ccc(NC(=O)C2CCN(S(=O)(=O)c3ccc4[nH]c5c(c4c3)CCCCC5)CC2)cc1	110.0	0.7
CCOc1ccc(-n2ccnc2SCC(=O)Nc2ccc3c(c2)OCO3)cc1	110.0	0.7
CC12CCC(C/C1=N\OC(=O)O)C2(C)C (centres undefined)	104.0	0.9
Cc1ccc(C2C(=O)N(C3CCCCCC3)CC(=O)N2C(C)C)cc1 (centres undefined)	114.0	1
O=C(Oc1ccc(O)cc1)C12CC3CC(CC(C3)C1)C2	97.0	-1.6
O=C(c1cccs1)N1CCN(c2ccc(Cl)cc2)CC1	102.0	0.4
CCS(=O)(=O)N1CCc2cc(C(=O)CSc3nnc(COc4ccc(F)cc4)o3)ccc21	103.0	-0.2
CC12CC3CC(C)(C1)CC(C(=O)NO)(C3)C2	101.0	0.3
CCOC(=O)c1c(-c2ccc(C)cc2)csc1NC(=O)c1cc(=O)c2cc(C)ccc2o1	61.0*	-8.8*
COc1ccc(Cn2c(C)c(CNCc3cccs3)c(C(=O)O)c2C)cc1	99.0	-0.8
Cc1nnc(SCC(=O)c2ccc3[nH]c(=O)oc3c2)n1Cc1ccccc1	103.0	0
CCCN(CCO)C1CCCC(C)C1 (centres undefined)	102.0	1
COc1ccc(NC(=S)NCCCC2C=NNC2=O)cc1 (centres undefined)	102.0	-0.1
CCCCn1c(CNC=O)nc2ccccc21	98.0	-1.3
Cc1nnc(C)n1/N=C\c1cccc(OCc2ccccc2)c1	104.0	0.5
CCOc1ccc(S(=O)(=O)N(C)c2ccc(OCC(=O)NCC3CCCO3)cc2)cc1 (centres undefined)	105.0	0.5
O=C1C(Oc2ccccc2)C(c2cccs2)N1Cc1ccc2c(c1)OCO2 (centres undefined)	103.0	0.8
Cc1nc2c(=O)oc3ccccc3c2o1	104.0	0.5
CN(C)CC[C@H](c1ccc(Cl)cc1)c1ccccn1	101.0	0.3
O=C(N/N=C/c1ccccc1F)c1ccccc1	103.0	0.6

Additional structures:
SMILES	Polio RdRp inh	Polio RdRp inh FP z-score
Cc1cc(C(=O)Nc2cccc(Cl)c2)on1	102.0	0.3
CCc1ccc(-n2nc3cc(C)c(NC(=O)c4ccccc4C)cc3n2)cc1	104.0	-0.4
Cc1cccc(N)c1-c1c(C)cccc1N	100.0	0.1
CCC1=Nc2cc(C(=O)NCCN(CC)CC)ccc2Sc2ccccc21	113.0	0.3
Cc1ccc(-c2nc(Cn3c(SCc4ccc(F)cc4)nc4cccnc43)c(C)o2)cc1	107.0	-0.4
O=C(Nc1cccc(Cl)c1)c1cnc2sc(N3CCCC3)nn2c1=O	109.0	0.3
O=C(NCCc1ccccc1)C1CCCN(c2ncnc3c2sc2cccc(F)c23)C1 (centres undefined)	103.0	0.1
CCCn1nc(NC(=O)c2cccc(Cl)c2)c2cc3cc(C)ccc3nc21	103.0	0
COc1ccc(N2C(=O)c3ccccc3NC2c2ccc3c(c2)OCO3)cc1 (centres undefined)	102.0	0.1
COc1ccc(-c2nc3ccccc3n2Cc2ccccc2)cc1	106.0	0.5
COc1cccc(CNS(=O)(=O)c2ccc3[nH]c4c(c3c2)CCCCC4)c1	100.0	-1.6
O=C(CSc1nc(-c2ccccc2F)nc2cc(=O)[nH]n12)Nc1cccc(C(F)(F)F)c1	101.0	-1.1
COCCNC(=S)Nc1ccc2nc(N3CCN(C)CC3)cc(C)c2c1	98.0	-0.2
Cc1cccc(-c2cc3nc4c(c(N5CCCC5)n3n2)CCCC4)c1	98.0	-0.9
CCOc1ccc2c(c1)c(=O)c1cccnc1n2CC(=O)Nc1cccc(C)c1C	104.0	0.4

Ordered by length of the SMILES (rising): some entries from above
SMILES	Polio RdRp inh	Polio RdRp inh FP z-score
CCCN(CCO)C1CCCC(C)C1 (centres undefined)	102.0	1
O=C(O)CCCOc1cccc(Br)c1	104.0	0.4
O=C(CSCCO)N1CCc2ccccc21	100.0	-0.7
NC(=O)COc1ncnc2scc(-c3ccccc3)c12	102.0	0.1
O=C(c1cccs1)N1CCN(c2ccc(Cl)cc2)CC1	102.0	0.4
Cc1ccc(Cl)cc1NC(=O)CCC(=O)NCc1ccco1	105.0	1.2
COc1ccc(NC(=O)c2cc(CN3CCCC3)on2)cc1Cl	102.0	-1
CCC1Oc2ccc(Cl)cc2N(CC(=O)NCCc2ccccc2)C1=O (centres undefined)	100.0	-1
Cc1nc2ccc(S(=O)(=O)CCC(=O)Nc3ccccc3C)cc2s1	105.0	-0.1
O=C1C(Oc2ccccc2)C(c2cccs2)N1Cc1ccc2c(c1)OCO2 (centres undefined)	103.0	0.8
COc1ccc(N2C(=O)c3ccccc3NC2c2ccc3c(c2)OCO3)cc1 (centres undefined)	102.0	0.1
Cc1ccccc1Nc1nc(N)nc(CSc2nc3ccccc3c(=O)n2CCCO)n1	102.0	-0.1
COc1ccc(-n2ccn(CC(=O)NCCc3ccccc3)c(=O)c2=O)cc1OC	111.0	0.9
Cc1nc2nc(NC(=O)c3ccc(F)cc3)[nH]n2c(=O)c1Cc1ccccc1	105.0	-0.4
CCN(CC)S(=O)(=O)c1ccc(NC(=O)Cn2ncc3c(=O)oc4ccc(C)cc4c32)cc1	100.0	0.1
Cc1ccc(NC(=O)C2CCN(S(=O)(=O)c3ccc4[nH]c5c(c4c3)CCCCC5)CC2)cc1	110.0	0.7

(cont.)
SMILES	Polio RdRp inh	Polio RdRp inh FP z-score
O=C(O)c1ccc(NC(=O)c2cc3ccccc3o2)cc1	103.0	-0.2
Cc1cccc(NC(=O)Cn2c(=O)n(CCc3ccccc3)c(=O)c3sc4ccccc4c32)c1	101.0	-1.1
CC1(C)CC2CC(C)(CN2C(=O)Cn2nc(C(=O)O)c3ccccc3c2=O)C1 (centres undefined)	100.0	-0.1
Cc1ccc2cc(CNCc3cccnc3)c(=O)[nH]c2c1	102.0	0.1
CC1CCCCN1C(=O)c1cc(I)ccc1NC(=O)c1cccnc1 (centres undefined)	102.0	0.7
COc1ccc2c(CNC3CCC(C)CC3)c(C(=O)O)n(Cc3ccc(F)cc3)c2c1 (centres undefined)	108.0	0.2
O=C(C1CC(c2ccc(F)cc2)=NO1)N1CCCCC1 (centres undefined)	103.0	0.6
CCOc1ccc(C2Nn3c(nnc3-c3ccccc3)SC2C(=O)N2CCCCC2C)cc1 (centres undefined)	101.0	0.3
CCOC(=O)c1nc(N2CCc3cc(OC)c(OC)cc3C2C)c2ccccc2n1 (centres undefined)	100.0	-0.1
C/C(CCc1ccccc1)=N/NS(C)(=O)=O	101.0	0.5
Cc1csc(N(C(=O)CSc2nc(C3CC3)n(-c3ccccc3)n2)c2ccccc2)n1	104.0	0.2
CCN(CC)CCCNc1oc(-c2ccc(OC)cc2)nc1C#N	101.0	-0.3
COC(=O)c1ccc2c(=O)[nH]c(COC(=O)c3ccc4c(c3)OCO4)nc2c1	102.0	0.1
Cn1c(=O)n(Cc2ccccc2)c(=O)c2c1nc1n2CCCN1c1cccc(Cl)c1	104.0	0.7
CCOC(=O)c1ccc(NC(=O)CSc2nnc(-c3ccncc3)n2-c2ccccc2)cc1	104.0	0.1
O=C(Oc1ccccc1-c1nc(-c2ccccc2)no1)c1ccccc1	102.0	0.2
Cc1nnc(N2CCC(C(=O)NCCc3ccccc3)CC2)c2nn(-c3ccccc3)c(C)c12	100.0	-1.7
O=S(=O)(Cc1ccc(Cl)cc1)Nc1ccc2c(c1)OCCO2	100.0	-0.2
COC(=O)C(N)CS (centres undefined)	101.0	0.3
OCc1cnn(-c2ccccc2)c1	103.0	0
NS(=O)(=O)c1ccc(N(C(=O)Cn2nnc3ccccc32)C(C(=O)NC2CCCC2)c2cccs2)cc1 (centres undefined)	103.0	0.5
O=c1c(O)c(-c2ccc(O)c(O)c2)oc2cc(O)cc(O)c12	95.0&101.0&100.0&101.0	-0.9&0.2&0.1&0.4
CCN1CCN(C(=O)CCC(=O)c2cccs2)CC1	103.0	0
C/C(=N\OC(=O)c1cccc(C(F)(F)F)c1)c1csc(-c2ccno2)n1	101.0	-0.1
CC(C)CN(CC(C)C)C(=O)CCn1c(=O)oc2ccccc21	101.0	-0.1
COc1cc(CN(C(=O)c2ccc(OC(C)C)cc2)c2ccccn2)cc(OC)c1OC	109.0	0.2
O=C(C1CCCC1)N1CCCC1c1nc2ccccc2s1 (centres undefined)	115.0	1
Oc1ccccc1N=Cc1ccccc1	100.0	-0.4
CCc1nn(-c2ccccc2)c2nc(-c3ccc(O)cc3)c3cc(OC)c(OC)cc3c12	110.0	1
O=C(c1ccc(CN2C(=O)CCn3nccc32)cc1)N1CCOCC1	103.0	0.3
Cc1cc(C)cc(NS(=O)(=O)c2c(C)nc3scc(C)n3c2=O)c1	100.0	-1.3
COc1cc2c(C(=O)N3CCC4(CC3)OCCO4)cn(CC(C)C)c(=O)c2cc1OC	98.0	-0.3
C=CCN(CC=C)S(=O)(=O)c1ccc(C(=O)Nc2nnc(-c3cc(C)ccc3C)o2)cc1	101.0	-0.5
O=C(CN1CC(C(=O)N2CCOCC2)Oc2ccccc21)Nc1ccc2c(c1)CCC2 (centres undefined)	101.0	-0.5
CCOC(=O)c1nc2ccccc2c(C)c1C	101.0	0
COc1ccc(S(=O)(=O)N2CCCC2C(=O)n2nc(C)cc2C)cc1 (centres undefined)	105.0	0.8
O=C(CN1C(=O)/C(=C/c2ccccc2)Sc2ccccc21)NC1CCCC1	102.0	0.3
N#C/C=C/N(C#N)c1ccccc1	106.0	0.4
Cc1cc(SCC(=O)c2ccccc2)nc(=O)[nH]1	108.0	2.3
CCOc1ccc(CCNC(=O)CN2CCN(Cc3ccc(F)cc3Cl)C2=O)cc1OCC	116.0	1
O=C(CCS(=O)(=O)c1ccccc1)Nc1ccc2c(c1)OCCO2	102.0	0.2
Cc1ccc(C)n1-c1ccc(C(=O)NNC2=NCCC2)s1	103.0	0.3
CC1(c2ccccc2)CC(C)(C)N(C(=O)c2cccc(Cl)c2)c2ccccc21 (centres undefined)	103.0	0
Cn1ccc(-c2ccccc2)n1	103.0	0.4
O=C1CCSC2(C(=O)N(Cc3ccccc3)c3ccccc32)N1c1ccccc1 (centres undefined)	100.0	-1.2

Laid out differently: 2 of the compounds above
SMILES,Polio RdRp inh,Polio RdRp inh FP z-score
N#C/C=C/N(C#N)c1ccccc1,106.0,0.4
Cc1nnc(SCC(=O)c2ccc3[nH]c(=O)oc3c2)n1Cc1ccccc1,103.0,0
